# Tau fibril ThT: qHTS for Inhibitors of Tau Fibril Formation, Thioflavin T Binding. Microtubule-associated protein tau (Homo sapiens), P10636. recombinant tau K18 P301L (four-repeat tau fragment), heparin-induced fibrillization, ThT fluorescence. Potency, µM (series often up to 57.4 µM), for inactives: top-dose activity, negative = inhibition, most hits filed as inhibitors. hit rate 2.1% among 270,000; active = well fitted inhibition curve with a large enough effect; inconclusive = small, poorly fitted or top-dose-only effect; note: nearly all actives have a fitted effect of over 55% in size
# Target sequence (P10636 561-689 P618L limits assumed): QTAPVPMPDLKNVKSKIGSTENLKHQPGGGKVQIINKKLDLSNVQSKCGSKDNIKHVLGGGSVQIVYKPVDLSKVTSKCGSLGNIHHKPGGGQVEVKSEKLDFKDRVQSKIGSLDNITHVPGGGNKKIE
#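 K18 P301L tau (15 uM + 0.24 uM Alexa 594-tagged), heparin 20 uM, NaOAc pH 7, 6 h 37 C; ThT 30 uM, 1 h RT, ex 450/em 510 nm.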
# Lamin A splicing: qHTS Assay for Modulators of Lamin A Splicing; AID 1487, 2009; HeLa LMNA splicing GFP/RFP minigene ratio, 48 h; Potency, µM (top dose mostly 46.1 µM), inactives show at the top dose ratio change, negative = inhibition, actives largely listed as inhibitors; hit rate 0.01% among 200,000; active = well fitted inhibition curve with a large enough effect in the signal ratio, with a control signal flat, not every such curve was filed as active; inconclusive = small, poorly fitted or top-dose-only effect, or effect the other way, or a change in a side signal; the % refers to the signal ratio
#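 S3 HeLa cells stably expressing lamin A-EGFP splicing minigene plus DsRed2, 600 cells/well, 48 h compound exposure at 37C. Laser-scanning cytometry; analysed as GFP (500-530 nm)/RFP (575-640 nm) total intensity ratio; 0.5% DMSO vehicle.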
# * = called active by the depositor; u = inconclusive; [ ] = remark or other dose. % is set by controls: 0 for no effect and ±100 for the full control effect; potency is the fitted concentration of half-maximal effect.
Tau fibril ThT | Lamin A splicing | Compound
-13% | -20%[46 µM] | O=C(NCCc1ccccc1)c1ccc(CSc2nc3cccnc3n2Cc2ccccc2F)cc1
-2% | -5%[46 µM] | Cc1c(Cl)cccc1NC(=O)CSc1nc2ncccc2o1
u | -2%[46 µM] | Cc1cccc(C(=O)Nc2ccc(-c3nc4ccccc4s3)c(C)c2)c1
u | u | Cc1ccc(OCC(=O)Nc2ccc(Cl)c(-c3nc4ncccc4o3)c2)c(C)c1
-17% | -3%[46 µM] | COc1cc(CNC(=O)c2cc3n(n2)CCCN(Cc2cccc(F)c2)C3=O)cc(OC)c1OC
u | u | CCN(CC)c1ccc2cc(-c3nc(-c4ccccc4)no3)c(=O)oc2c1
u | -5%[46 µM] | CCc1cnc2c(c1SCC(=O)c1ccc(OC)cc1)c(=O)n(C)c(=O)n2C
u | u | COc1cccc2sc(N3CCN(C(=O)CS(=O)(=O)c4ccc(Cl)cc4)CC3)nc12
15% | -6%[46 µM] | CC(C)NS(=O)(=O)c1ccc2nc(NC(=O)c3cncc(Br)c3)sc2c1
-6% | u | COc1cc(CN(C(=O)COc2ccc(Br)cc2)c2ccccn2)cc(OC)c1OC

# Not a retest: an excerpt of the list.
Tau fibril ThT | Lamin A splicing | Compound
u | u | CCN(CC)c1ccc2cc(-c3nc(-c4ccccc4)no3)c(=O)oc2c1
u | -5%[46 µM] | CCc1cnc2c(c1SCC(=O)c1ccc(OC)cc1)c(=O)n(C)c(=O)n2C
u | u | COc1cccc2sc(N3CCN(C(=O)CS(=O)(=O)c4ccc(Cl)cc4)CC3)nc12
15% | -6%[46 µM] | CC(C)NS(=O)(=O)c1ccc2nc(NC(=O)c3cncc(Br)c3)sc2c1
-6% | u | COc1cc(CN(C(=O)COc2ccc(Br)cc2)c2ccccn2)cc(OC)c1OC

# Other compounds
Tau fibril ThT | Lamin A splicing | Compound
-17% | -24%[46 µM] | CCOC(=O)c1c(C)[nH]c(CCC(=O)Nc2cc(C)cc(C)c2)c1C
3% | 13%[46 µM] | CCOc1cc(C(=O)Nc2ccc(-c3nnc4n3CCCCC4)cc2)cc(OCC)c1OCC
-8% | 1%[46 µM] | Cc1ccc(C(C)C)c(OC(C)C(=O)NCC2(N(C)C)CCCCC2)c1 (stereo not drawn)
u | 8%[46 µM] | Cc1ccc(CSC2=Nc3ccccc3C3=NC(CC(=O)NC4CCCCC4)C(=O)N23)c(C)c1 (stereo not drawn)
-7% | -18%[46 µM] | O=C(NCCCN1CCN(c2ccccc2F)CC1)C1COc2ccccc2C1 (stereo not drawn)
-14% | 12%[46 µM] | COc1ccc(CC(=O)NCC(c2cccs2)S(=O)(=O)c2ccc(F)cc2)cc1 (stereo not drawn)
6% | -9%[46 µM] | Cc1ccc2[nH]c(CSc3nnc(NC(=O)c4ccc(Cl)cc4)s3)cc(=O)c2c1
-17% | -2%[46 µM] | COc1ccc(N(C)C(=O)CCn2cnc3onc(-c4ccc(F)cc4)c3c2=O)c(OC)c1
-3% | -15%[46 µM] | COc1cc(NC(=O)c2nc(-c3ccc(Cl)cc3)n3c2CCCCC3)cc(OC)c1OC
-3% | -17%[46 µM] | CCCCN1CCc2nc(N3CCN(C)CC3)ncc2C1
9% | 14%[46 µM] | CC1CCN(S(=O)(=O)c2ccc3c(ccc(=O)n3CC(=O)Nc3cccc(F)c3)c2)CC1
-5% | u | COc1ccc(CNC(=O)c2cc3c(=O)n(Cc4ccc(OC)cc4)ccc3nc2C)cc1
-11% | -11%[46 µM] | COc1ccc(Cn2c(SCC(=O)NCc3ccccc3)nc3ccccc32)cc1
-15% | -7%[46 µM] | CCCCOc1ccc(CNC(=O)c2ccc3c(c2)N(C)C(=O)C2CCCCN32)cc1 (stereo not drawn)
-5% | 11%[46 µM] | O=C(CSc1nccn1Cc1ccc(Cl)cc1)Nc1ccc2c(c1)OCCO2
-11% | u | COc1ccccc1CCNC(=O)C(=O)NCC(c1ccco1)S(=O)(=O)c1ccc(F)cc1 (stereo not drawn)
2% | -6%[46 µM] | Cc1cccc(CN2C(=O)c3ccccc3Sc3ccc(C(=O)NCCc4ccccc4)cc32)c1
u | 2%[46 µM] | CCOc1ccccc1CN1CCc2nc(N3CCN(c4ccccc4F)CC3)ncc2C1
-2% | u | O=C(COc1ccc(F)cc1)Nc1ccc(Cl)c(-c2nc3ccccc3[nH]2)c1
-1% | -3%[46 µM] | CC(C)c1nn2c(=O)cc(COC(=O)c3ccc(NC(=O)COc4ccccc4)cc3)nc2s1
3% | 28%[46 µM] | CNC(=O)C1CCC(Cn2c(=O)c3sccc3n(CC(=O)N3CCCC3)c2=O)CC1 (stereo not drawn)
u | -1%[46 µM] | O=C(NCC(c1cccnc1)N1CCOCC1)C(=O)Nc1ccc(F)cc1 (stereo not drawn)
-11% | -28%[46 µM] | CC(C)(C)OC(=O)N1CCC(c2c(C(=O)NCc3ccccc3)cnn2-c2cccc(F)c2)CC1
-11% | 7%[46 µM] | COc1ccc(N2CCN(S(=O)(=O)CCNC(=O)COc3ccccc3F)CC2)cc1
10% | -8%[46 µM] | O=C(Nc1cccc(C(F)(F)F)c1)c1ccc(F)c(S(=O)(=O)N2CCc3ccccc3C2)c1
10µM* | u | O=c1c(N2CCN(c3cccc(Cl)c3)CC2)csc2ccccc12
-13% | -24%[46 µM] | COc1ccc(CNc2ncnc3c2c(-c2ccccc2)cn3-c2cccc(C)c2)cc1
-17% | u | Cc1cc(C(=O)N2CCN(c3cccc(C)c3C)CC2)c2c(C)nn(-c3ccccc3)c2n1
-3% | 14%[46 µM] | COc1cccc(Cn2c(=O)n(CC3CCC(C(=O)NC(C)C)CC3)c(=O)c3sccc32)c1 (stereo not drawn)
-16% | u | CCCc1nn2c(=O)cc(COC(=O)c3ccccc3NC(=O)c3ccc(Cl)cc3)nc2s1
4% | u | Cc1ccc(C(=O)N2CCc3cc(CNC(=O)c4ccnn4C)ccc32)cc1
8% | 7%[46 µM] | Cc1ccc(NC(=O)Cn2cc(S(=O)(=O)Cc3cccc(Cl)c3)c3ccccc32)cc1C
7% | 19%[46 µM] | CCOC(=O)C1CCN(S(=O)(=O)c2cc3c4c(c2)C(C)C(=O)N4CCC3)CC1 (stereo not drawn)
-2% | -6%[46 µM] | Cc1cccc2c(=O)cc(CSc3ccccc3NC(=O)C(C)C)[nH]c12
10% | -2%[46 µM] | COc1ccc(Cl)cc1NC(=O)COC(=O)CC(C)(C)CC1=NS(=O)(=O)c2ccccc2N1
-3% | -7%[46 µM] | Cn1c(CN2CCOCC2)nc2cc(NC(=O)c3ccccc3[N+](=O)[O-])ccc21
2% | -23%[46 µM] | O=C(NCCCN1CCOCC1)c1ccc2c(c1)N(Cc1cccc(Cl)c1)C(=O)c1ccccc1S2
1% | u | O=C(Nc1ccc(C(F)(F)F)cc1)c1cc(S(=O)(=O)NC2CCCCC2)ccc1F
-5% | 10%[46 µM] | CCOc1ccc(S(=O)(=O)NCC(c2ccco2)S(=O)(=O)c2ccc(F)cc2)cc1 (stereo not drawn)
-5% | 8%[46 µM] | COCCn1c(CNC(=O)c2ccccc2C)nc2cccnc21
10% | -20%[46 µM] | CCOC(=O)CSc1nc2c(sc3ccccc32)c(=O)n1CCO
3% | 8%[46 µM] | COc1ccccc1-n1ncc2c(=O)[nH]c(SCC(=O)Nc3ccc(Cl)cc3)nc21
10% | 0%[46 µM] | O=C(COc1ccccc1Cl)Nc1ccccc1OCc1cc(=O)n2ccccc2n1
-16% | 24%[46 µM] | CC(C)(C)CC(=O)Nc1nnc2n1CCS2
-10% | 17%[46 µM] | CCOC(=O)c1cc(-c2ccc(C)cc2)n(CCCC(=O)Nc2cc(C)ccc2C)c1
-4% | -2%[46 µM] | CCOc1ccc(C2CC(=O)Nc3c2c(=O)nc(SCc2ccccc2C)n3C)cc1OC (stereo not drawn)
-19% | u | Cc1cccc(C(=O)NCCc2sc(-c3ccccc3)nc2C)c1
-14% | -13%[46 µM] | CCc1cnc2c(c1SCc1cc(OC)cc(OC)c1)c(=O)n(C)c(=O)n2C
u | -5%[46 µM] | O=C(NCc1cccc(Cl)c1)C1CCCN(c2nn3cc(-c4ccc(F)cc4)nc3s2)C1 (stereo not drawn)
-5% | u | Cc1ccccc1NC(=O)CSc1cn(CC(=O)N2CCCC2)c2ccccc12

# One compound at a time, from the list above. Order of values: Tau fibril ThT, Lamin A splicing
# `CC(C)(C)CC(=O)Nc1nnc2n1CCS2` across the screens: -16%, 24%[46 µM]
# `O=C(COc1ccccc1Cl)Nc1ccccc1OCc1cc(=O)n2ccccc2n1` across the screens: 10%, 0%[46 µM]
# `O=C(NCc1cccc(Cl)c1)C1CCCN(c2nn3cc(-c4ccc(F)cc4)nc3s2)C1` (stereo not drawn) across the screens: u, -5%[46 µM]

# Other structures follow.
Tau fibril ThT | Lamin A splicing | Compound
-13% | -10%[46 µM] | Cc1ccc(N2C(=O)CSC23C(=O)N(CC(=O)NCCc2ccccc2)c2ccccc23)cc1 (stereo not drawn)
-7% | 8%[46 µM] | Cc1ccc2[nH]c3c(=O)n(CC(=O)N4CCCC(C)C4)ncc3c2c1 (stereo not drawn)
-16% | u | COCCNc1ncnc2c1c(-c1ccccc1)cn2-c1ccc(C)c(Cl)c1
10µM* | u | Cc1cc(N2CCCCC2)nc2ccc(NC(=O)c3cccc(Cl)c3)cc12
5% | 16%[46 µM] | CCCCNC(=O)C1CCN(S(=O)(=O)c2ccc3c(ccn3CC)c2)CC1
7% | 13%[46 µM] | CCCNC(=O)C1CCC(Cn2c(=O)c3sccc3n(Cc3ccccc3F)c2=O)CC1 (stereo not drawn)
3% | 4%[46 µM] | COc1ccc(-c2nc3c4ccccc4n(CC(=O)Nc4cc(F)ccc4F)c(=O)n3n2)cc1
-14% | -16%[46 µM] | CCOc1ccc(-n2cc(-c3ccccc3)c3c(N4CCC(C)CC4)ncnc32)cc1
-13% | -23%[46 µM] | Cc1ccc(Cn2c(CNS(=O)(=O)c3ccc(C(C)(C)C)cc3)nc3cccnc32)cc1
3% | u | COc1cc(-c2cc3n(C)c(C)c(CCC(=O)NC4CCCCC4)c(=O)n3n2)cc(OC)c1OC
0% | -17%[46 µM] | Cc1cccc(N2CCN(S(=O)(=O)c3cc(C(=O)Nc4ccc(Oc5ccccc5)cc4)ccc3F)CC2)c1C
0% | u | COc1cc(OC)cc(C(=O)NCc2ccc3c(c2)CCN3C(=O)c2ccccc2)c1
-1% | 14%[46 µM] | COc1ccc(NC(=O)CSc2nccn2C2CCCC2)cc1OC
1% | u | CCC(=O)N1c2ccccc2CC1C(=O)NCc1ccccc1C (stereo not drawn)
-1% | 4%[46 µM] | CCCOc1ccc(C2C(=O)N(C3CCC(C)CC3)CC(=O)N2CCC2=CCCCC2)cc1OC (stereo not drawn)
-14% | 0%[46 µM] | CC(=O)N1CCN(c2csc3ccc(F)cc3c2=O)CC1
-9% | -1%[46 µM] | COc1ccc(CCNC(=O)c2cc(Nc3ccccc3)nc3ccccc23)cc1OC
6% | u | COc1cccc(C(=O)Nc2c3c(nn2-c2ccc(C)cc2C)CS(=O)(=O)C3)c1OC
-3% | -18%[46 µM] | CCc1c(C)sc2c1CCN(C(=O)Nc1ccccc1Cl)C2c1ccc(OC)cc1 (stereo not drawn)
-11% | 19%[46 µM] | COc1cc(OC)c(NC(=O)c2cc(C)nc3c2c(C)nn3-c2ccc(C)cc2)cc1Cl
4% | -6%[46 µM] | CSc1cccc(NC(=O)C2CCN(S(=O)(=O)c3ccc4[nH]c(=O)ccc4c3)CC2)c1
6% | -10%[46 µM] | Cc1nc2ccn(Cc3ccco3)c(=O)c2cc1C(=O)N1CCN(c2ccccc2)CC1
u | -6%[46 µM] | COc1cc(-c2cc(OC)c3c(C)oc(C)c3c(=O)c2)ccc1OC(=O)c1ccccc1Cl
-17% | -4%[46 µM] | Cc1ccc(NC(=O)NCCc2c(C)nn(C)c2C)cc1Cl
u | -7%[46 µM] | Cc1ccc(OCc2ccc(-c3nc(C#N)c(NCc4cccnc4)o3)o2)cc1
5% | -16%[46 µM] | COc1cccc(CN2C(=O)c3ccccc3C2C(=O)NCCc2ccc(OC)c(OC)c2)c1 (stereo not drawn)
3% | u | CC(C)c1ccc(NC(=O)c2ccc(F)c(S(=O)(=O)N3CCN(c4ccccc4F)CC3)c2)cc1
-4% | -4%[46 µM] | CCOC(=O)c1cccc(Nc2nc(C(=O)OCC)nc3ccccc23)c1

# Not all compounds are listed; count on the stated rates, not on these rows.
